SW480 rerep: induces DNA re-replication in SW480 colon adenocarcinoma cells; actives 1.8% (n = 340,000); SW480 DNA re-replication, Hoechst DNA content imaging, 48 h; Potency, µM (series often up to 46.1 µM), inactives show at the highest dose re-replication activation, most hits filed as activators; further: potency means the concentration at half of the fitted maximal effect; % of control where 0% means no effect; nearly all actives have a fitted effect of over 55% in size
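Cells (250 per well) received 23 nL compound or DMSO by pin tool and were kept 48 hr at 37 C, 5% CO2. Nuclei were then stained with Hoechst for 40 min and scanned for DNA content.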
IL1B secr inh: inflammasome signaling inhibition, IL-1 beta readout; THP-1 LPS/ATP IL-1B secretion, AlphaLISA, 16 h; stronger effect = lower value; actives 4.7% (n = 360,000); AID 743279; activity change, % at 57.5 µM; in the data active means activity change below about -50%; inconclusive means mostly about -30% to -49%; further: on the % scale 0 is the no-effect control and ±100 the full control effect
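THP-1 cells pretreated 1 hr with compounds (up to 57.5 uM final), then stimulated with LPS (250 ng/mL final) plus ATP (1.25 mM final); secreted IL-1B measured by AlphaLISA after 16 hr, decreased signal indicating inhibition.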
HT1080NT lethal: kills 2HG-producing HT-1080-NT fibrosarcoma cells. HT-1080-NT fibrosarcoma viability, CellTiter-Glo ATP luminescence, 48 h. Potency, µM (series often up to 46.1 µM), for the others: top-dose activity, negative = less viability, actives largely listed as cytotoxic. actives 1.6% (n = 360,000);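 further: NT is the 2HG producing partner of a matched IDH1 knockdown line; potency means the concentration at half of the fitted maximal effect; 0% = DMSO-treated cells and -100% = media-only wells without cells; nearly all actives have a fitted effect of over 55% in size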
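Compounds were tested in concentration-response format on HT-1080-NT cells for 48 hours at 37 degrees C. Cell viability came from CellTiter-Glo luminescence; curves were classified by r2, response magnitude and activity.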
KB-V1 MDR tox: KB-V1 MDR subline cytotoxicity; KB-V1 MDR cells viability, CellTiter-Glo, 72 h; Potency, µM (doses to about 46.1 µM), for the others: at the highest dose activity change, negative = cytotoxicity, actives largely listed as cytotoxic; actives 3.4% (n = 400,000); further: potency means the concentration at half of the fitted maximal effect; on the % scale 0 is the no-effect control and ±100 the full control effect; nearly all actives have a fitted effect of over 60% in size
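In this primary screen, KB-V1 cells overexpressing P-gp are incubated with library compounds (lowest to highest concentration) for 72 h at 37 degrees C before a luminescent ATP viability read.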
HT1080 IDH1KD tx: kills HT-1080 cells with IDH1 knockdown; HT-1080 IDH1 knockdown viability, ATP luminescence, 48 h; Potency, µM (doses to about 46.1 µM), for inactives: at the highest dose activity, negative = toxicity, hits mostly cytotoxic; actives 2% (n = 360,000);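 further: potency means the concentration at half of the fitted maximal effect; 0% = DMSO wells and -100% = cell-free medium wells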
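CellTiter-Glo luminescence after 48 h compound exposure at 37 degrees C of IDH1-knockdown HT-1080 cells in 5% FBS RPMI. %Activity scaled between DMSO wells and cell-free media wells, with curves fitted and assigned curve classes.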
MCF10A rerep: induces DNA re-replication in MCF 10a normal breast cells; MCF 10A DNA re-replication, Hoechst nuclear intensity, 48 h; Potency, µM (top dose mostly 46.1 µM), without a hit: top-dose activity, positive = re-replication, usual class: activators; actives 2.9% (n = 350,000); further: potency means the concentration at half of the fitted maximal effect; % of control where 0% means no effect; nearly all actives have a fitted effect of over 50% in size
KB-3-1 tox: kills parental KB-3-1 adenocarcinoma cells; KB-3-1 viability, CellTiter-Glo ATP luminescence, 72 h; Potency, µM (highest dose often 46.1 µM), without a hit: top-dose activity change, negative = cytotoxic, hits mostly cytotoxic; actives 1.4% (n = 400,000); AID 1347075; further: potency means the concentration at half of the fitted maximal effect; on the % scale 0 is the no-effect control and ±100 the full control effect; nearly all actives have a fitted effect of over 60% in size
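KB-3-1 parental drug-naive adenocarcinoma cells in DMEM/10% FBS, incubated 72 h at 37 C with pin-transferred compounds across a concentration series. Viability by CellTiter-Glo luminescence; concentration-response curves fitted after normalization.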
DRD3 agonist: D3 dopamine receptor (human) agonism; P35462; D3R DiscoveRx beta-arrestin cells, luminescence, 90 min; max activation, %; actives 0.58% (n = 410,000); AID 652048; in the data active means max activation above about 30%; further: 0% is about no effect; mostly tested at two doses, the higher about 12 µM
Target sequence (P35462 whole entry, looked up): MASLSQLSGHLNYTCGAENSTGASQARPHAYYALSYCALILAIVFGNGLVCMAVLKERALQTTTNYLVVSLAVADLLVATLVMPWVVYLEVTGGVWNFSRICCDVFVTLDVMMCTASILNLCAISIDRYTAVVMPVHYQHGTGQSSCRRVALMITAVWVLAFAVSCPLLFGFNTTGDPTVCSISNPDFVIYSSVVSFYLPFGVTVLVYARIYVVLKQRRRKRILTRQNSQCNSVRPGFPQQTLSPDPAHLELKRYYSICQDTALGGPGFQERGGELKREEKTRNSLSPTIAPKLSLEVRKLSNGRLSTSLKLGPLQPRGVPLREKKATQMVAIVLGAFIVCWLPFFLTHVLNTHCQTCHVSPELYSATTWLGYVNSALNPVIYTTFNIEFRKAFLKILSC
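Agonist-mode cell screen: cells plated at 1500/well and incubated overnight at 37 °C, then exposed to library compounds for 90 min at 37 °C. Detection reagent was added for 30–60 min at room temperature, and luminescence was read.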
HEK293 tox: cytotoxic in the GLP-1 receptor inverse agonist counter-screen; HEK293 cAMP-luciferase reporter cells, luminescence, 24 h; Potency, µM (series often up to 38.3 µM), for the others: at the top dose activity change, negative = inhibition, most hits filed as inhibitors; actives 0.13% (n = 410,000); AID 624418;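 further: loss of luciferase light is scored as toxicity; potency means the concentration at half of the fitted maximal effect; on the % scale 0 is the no-effect control and ±100 the full control effect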
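MLSMR compounds, 24 hr on cells at 37 deg C/5% CO2; luminescence after luciferase reagent (12 min RT). Inhibition counted as the undesired cytotoxic outcome.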
* marks the source's active call; other numbers are inactive results; ? = inconclusive; . = no result given; & = joins results of further samples; [ ] = dose if it differs, or a comment. Unless noted, the call rests on the fitted dose curve; in most records, active means well fitted curve in the direction sought with a large enough effect; inconclusive means small, poorly fitted or top-dose-only effect, or another doubt; inactive means no such curve, though single readings can be large; an effect the other way counts as inactive or inconclusive. This is a random part of the collection, and some 11% of all compounds hit somewhere here.

SMILES	SW480 rerep	IL1B secr inh	HT1080NT lethal	KB-V1 MDR tox	HT1080 IDH1KD tx	MCF10A rerep	KB-3-1 tox	DRD3 agonist	HEK293 tox
O=C(CC1C(=O)NCCN1Cc1ccccc1C(F)(F)F)NCCN1CCCCC1=O (configuration not stated)	-16%	5	-1%	2%	4%	3%	2%	3	-39%
Cc1noc(C)c1COc1cccc(C(=O)Nc2ccc3c(c2)OCO3)c1	46%	-7	-20%	?	?	?	?	-6	-6%
CC(=O)Nc1c(Cl)cc([N+](=O)[O-])c2ccccc12	-2%	19	0%	-22%	-7%	1%	24%	-21	-5%[1.53 µM]
CCOc1ccc(NC(=O)Cc2ccccc2)cc1	-1%	-7	6%	-6%	5%	11%	-2%	-4	8%
Cc1c(-c2ccccc2)nc2c(Cl)cccc2c1C(=O)OCC(=O)c1ccc(F)cc1	.	.	.	1%	.	.	4%	0	0%
COC(=O)c1sccc1NC(=O)Cn1nnc(-c2ccccc2C)n1	-13%	-6	0%	-21%	-9%	6%	-12%	5	2%
N#C/C=C(/c1ccc(F)cc1)N1CCOCC1	-13%	12	3%	16%	13%	-2%	12%	6	2%
Cc1ccc(NC(=O)C(=O)NCCCN2CCCC2=O)c(C)c1	2%	3	0%	-7%	19%	-1%	1%	1	1%
COc1ccccc1/C=C/CN1CCC(n2nccc2NC(=O)C2CC2)CC1	?	-6	15%	-1%	2%	0%	-5%	-24	-13%
CC(=O)Nc1nn(C)c2nc3cc(C)ccc3cc12	12%	-1	0%	1%	-1%	7%	5%	5	45%[activator]
S=C(Nc1ccc(Cl)c(Cl)c1)NC1CCN(Cc2ccccc2)CC1	?	-108*	26µM*	?	23µM*	?	?	-7	?
CNC(=S)N1N=C(c2ccc(OC)cc2)CC1c1ccc(N(C)C)cc1 (configuration not stated)	6%	-26	3%	-25%	-7%	?	-4%	3	-16%
Cc1cnc(NC(=O)CSCc2c(C)noc2C)s1	-7%	34	-4%	?	-1%	3%	0%	-1	12%
CCOc1ccc(NC(=O)CCc2ccc(C)o2)cc1	-14%	-21	-1%	?	-4%	11%	-5%	0	0%
O=C(CN1CCOCC1)NNC(=O)c1ccc(Cl)cc1	6%	-2	9%	13%	15%	-4%	17%	1	-5%
CC(=O)Nc1cccc(NC(=O)C2CC(=O)N(c3ccc(C)cc3)C2)c1 (configuration not stated)	2%	16	5%	-5%	-4%	12%	3%	0	2%
CCc1cccc(NC(=O)C2CCCN(S(=O)(=O)c3c(C)[nH]c(=O)[nH]c3=O)C2)c1 (configuration not stated)	-5%	6	12%	29%	11%	1%	2%	2	1%
Cc1ccc2ncccc2c1	-51%[inhibitor]	22	22%	6%	2%	-35%[inhibitor]	0%	-13	-4%
Oc1[nH]c2ccc(Br)cc2c1N=NC(=S)NCC1CCCO1 (configuration not stated)	14%	-5	-15%	-24%	-12%	-6%	?	-19	?
Cc1cc2nc3c(=O)[nH]c(=S)[nH]c3nc2cc1NC(=O)C(F)(F)F	?	-15	-20%	-3%	-19%	10%	-14%	0	112%[activator]
Cc1ccc(CNC(=O)C(=O)c2cn(CC(=O)N3CCCC3)c3ccccc23)cc1	2%	0	1%	-10%	-1%	2%	2%	1	14%
CCOc1ccc(NC(=O)CN(C)c2nnnn2-c2ccccc2)cc1OCC	-2%	-10	11%	-15%	10%	-1%	7%	-1	-5%
CCCN1C(=O)C(=O)N(CC(=O)c2cc(C)n(C3CC3)c2C)C1=O	0%	-5	-1%	21µM*	1%	4%	?	4	3%
O=C(NCc1ccccc1C(F)(F)F)C1CCC(=O)N(C2CCCCCC2)C1 (configuration not stated)	-7%	-2	8%	7%	-1%	3%	-4%	-2	6%
CCC(=O)N1CCc2cc(S(=O)(=O)NC(CC(C)C)C(=O)NCc3ccc(F)cc3)ccc21 (configuration not stated)	.	.	.	-5%	.	.	-5%	-2	2%
Cc1ccc(CONC(=O)c2ccc([N+](=O)[O-])cc2)cc1	-20%	-13	9%	0%	3%	-8%	19%	-7	2%
CCC1CCCCN1CCCNC(=O)CN1C(=O)c2cccnc2Oc2ccc(Cl)cc21 (configuration not stated)	-1%	0	-8%	13%&2%	-3%	0%	-1%&9%	-15&-3	-13%&-1%
COc1ccc(-n2nc(C)c3c(=O)c4c([nH]c32)CCCC4)cc1	-12%	0	0%	8%	3%	-1%	-9%	-2	1%
O=C(CSC1=NCCS1)Nc1ccccc1F	-5%	2	17%	12%	7%	4%	14%	3	-8%
CCCc1cc(=O)oc2c(C)c(OCC(=O)NCCCN3CCOCC3)ccc12	-13%	10	0%	-15%	-4%	12%	2%	-6	5%
COc1ccccc1CNC(=O)CSc1ncc(S(=O)(=O)c2ccc(C)c(Cl)c2)c(=O)[nH]1	.	.	.	10%	.	.	20%	-18	2%
CCN(CC)c1nc(N)n(CCSC(=S)N(C)C)c(=O)n1	-1%	-4	7%	8%	0%	4%	0%	-3	-11%
C=CCc1cccc(C=Nc2ccc(Br)cc2)c1O	3%	-15	-2%	0%	-23%	-2%	-1%	-6	0%
O=C(C1=C(O)C(=O)N(CC2CCCO2)C1c1ccc(Cl)cc1)c1ccco1 (configuration not stated)	-3%	74	4%	-2%	-1%	-6%	11%	-4	0%
CC1=CC(C)C(/C=N/n2cnnc2)C(C)C1 (configuration not stated)	-5%	-12	5%	-4%	5%	1%	-1%	-19	-3%
COCCN(C(=O)c1oc2ccccc2c1COC)c1c(N)n(CC(C)C)c(=O)[nH]c1=O	-1%	17	-1%	7%	-2%	-1%	7%	2	10%
COc1ccc(C(O)c2nc(-c3ccc(N(C)C)cc3)cs2)cc1 (configuration not stated)	.	-7	?	?	-26%	.	?	6	-5%
CCc1cc(=O)oc2cc(C)cc(OCC(=O)NCCN3CCOCC3)c12	-1%	10	22%	-10%	8%	0%	28%	1	-5%
COc1ccc(C(=O)NC2=NCCS2)c(OC)c1	2%	7	12%	0%	12%	-1%	-4%	2	-1%
C=CCNC(=O)CSc1nnc(-c2cccs2)o1	?	1	21%	-5%	22%	5%	5%	1	-6%

For reference, 5 of the compounds above.
SMILES	SW480 rerep	IL1B secr inh	HT1080NT lethal	KB-V1 MDR tox	HT1080 IDH1KD tx	MCF10A rerep	KB-3-1 tox	DRD3 agonist	HEK293 tox
Cc1ccc(CNC(=O)C(=O)c2cn(CC(=O)N3CCCC3)c3ccccc23)cc1	2%	0	1%	-10%	-1%	2%	2%	1	14%
CCOc1ccc(NC(=O)CN(C)c2nnnn2-c2ccccc2)cc1OCC	-2%	-10	11%	-15%	10%	-1%	7%	-1	-5%
CCCN1C(=O)C(=O)N(CC(=O)c2cc(C)n(C3CC3)c2C)C1=O	0%	-5	-1%	21µM*	1%	4%	?	4	3%
O=C(NCc1ccccc1C(F)(F)F)C1CCC(=O)N(C2CCCCCC2)C1 (configuration not stated)	-7%	-2	8%	7%	-1%	3%	-4%	-2	6%
CCC(=O)N1CCc2cc(S(=O)(=O)NC(CC(C)C)C(=O)NCc3ccc(F)cc3)ccc21 (configuration not stated)	.	.	.	-5%	.	.	-5%	-2	2%

Five compounds out of the list, sorted by formula weight, ascending:
SMILES	SW480 rerep	IL1B secr inh	HT1080NT lethal	KB-V1 MDR tox	HT1080 IDH1KD tx	MCF10A rerep	KB-3-1 tox	DRD3 agonist	HEK293 tox
COc1ccc(C(=O)NC2=NCCS2)c(OC)c1	2%	7	12%	0%	12%	-1%	-4%	2	-1%
COc1ccc(-n2nc(C)c3c(=O)c4c([nH]c32)CCCC4)cc1	-12%	0	0%	8%	3%	-1%	-9%	-2	1%
C=CCc1cccc(C=Nc2ccc(Br)cc2)c1O	3%	-15	-2%	0%	-23%	-2%	-1%	-6	0%
CCN(CC)c1nc(N)n(CCSC(=S)N(C)C)c(=O)n1	-1%	-4	7%	8%	0%	4%	0%	-3	-11%
CCCc1cc(=O)oc2c(C)c(OCC(=O)NCCCN3CCOCC3)ccc12	-13%	10	0%	-15%	-4%	12%	2%	-6	5%

Further compounds:
SMILES	SW480 rerep	IL1B secr inh	HT1080NT lethal	KB-V1 MDR tox	HT1080 IDH1KD tx	MCF10A rerep	KB-3-1 tox	DRD3 agonist	HEK293 tox
CCNC(=O)N1C(=O)C2(OCCO2)c2cc(Br)ccc21	-16%	7	13%	5%	16%	-2%	-2%	-1	-16%
COC(=O)c1ccc(Oc2nc(C)cc(Oc3ccccc3)n2)cc1	2%	11	3%	-13%	0%	6%	-3%	-4	2%
CC(C)(C)OC(=O)N1CCC(c2c(C(=O)N3CCC(c4ccccc4)C3)cnn2-c2ccc(Cl)cc2)CC1 (configuration not stated)	.	.	.	5%	.	.	4%	-3	-14%
CCCCn1c(NCc2cc(Br)ccc2O)nc2ccccc21	.	.	.	4%	.	.	-3%	-8	-10%
COc1cccc(CN2CCNC(=O)C2CC(=O)O)c1OC (configuration not stated)	11%	8	0%	-16%	0%	-1%	-4%	-11	-28%
O=[N+]([O-])c1ccc2c(c1)nc1n2CCN(c2ccccc2)C1	-7%	-2	-7%	25%	0%	12%	-11%	-11	2%
COC(=O)CSc1nnc(SCc2ccc(OC)cc2)s1	-6%	12	3%	0%	7%	13%	0%	1	6%
COc1ccc(S(=O)(=O)N2CCC(C(=O)NCc3ccco3)CC2)cc1	2%	0	8%	-4%	3%	5%	1%	1	-3%
COc1ccc(NC(=O)CN(C)C(=O)c2cccc(S(=O)(=O)Nc3ccc(OC)cc3)c2)cc1	-2%	-2	4%	0%	9%	-1%	-3%	1	4%
COc1cc(C(=O)Oc2ccc3ccc(O)cc3c2)cc(OC)c1OC	-6%	34	-11%	-8%	1%	2%	1%	3	0%
Cc1ccc(OCc2cc(C(=O)NCc3cn4ccccc4n3)no2)cc1C	6%	-9	12%	-1%	-1%	?	5%	-3	3%

Screens from PubChem BioAssay.
